Mtb RmlCD inh – M. tuberculosis RmlC/RmlD coupled enzyme inhibitors, primary screen, biochemical, compound mixtures, 384-well, from 1536-well plates; dTDP-4-dehydrorhamnose reductase (Mycobacterium tuberculosis (strain ATCC 25618 / H37Rv)) …; RmlC+RmlD coupled enzyme assay, percent inhibition; primary screen in compound mixtures; inhibition, % at 3.6 µM; 160,000 compounds, 0.03% hits; in the data active = inhibition mostly above about 34%, no sharp cut-off; also: some results filed as inactive read as strong as hits
Target sequence (P9WH09 whole entry, looked up): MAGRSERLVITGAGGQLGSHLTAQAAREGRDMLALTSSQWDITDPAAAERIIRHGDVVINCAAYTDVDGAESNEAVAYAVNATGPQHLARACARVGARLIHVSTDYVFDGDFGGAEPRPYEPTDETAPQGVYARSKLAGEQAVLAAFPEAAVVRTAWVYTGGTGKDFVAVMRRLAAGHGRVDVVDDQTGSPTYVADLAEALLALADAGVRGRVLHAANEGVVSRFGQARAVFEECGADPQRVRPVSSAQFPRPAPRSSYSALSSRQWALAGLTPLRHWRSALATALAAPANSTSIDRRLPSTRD
Target sequence (P9WH11 whole entry, looked up): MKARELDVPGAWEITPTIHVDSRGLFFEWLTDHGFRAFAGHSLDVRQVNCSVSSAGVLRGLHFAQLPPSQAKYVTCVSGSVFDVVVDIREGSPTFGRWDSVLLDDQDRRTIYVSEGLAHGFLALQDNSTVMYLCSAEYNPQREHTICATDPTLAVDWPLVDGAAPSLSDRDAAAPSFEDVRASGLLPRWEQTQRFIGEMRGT
GlmU inhibition – inhibition of mycobacterial GlmU enzyme – biochemical, glucosamine-1-phosphate acetyltransferase (AID 1376); Bifunctional protein GlmU (Mycobacterium tuberculosis (strain ATCC 25618 / H37Rv)); M. tuberculosis GlmU acetyltransferase enzyme assay; higher % means a stronger effect; inhibition, %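 (tested at 30 µM in the primary screen)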; hits with a dose series show IC50 in µM; 220,000 compounds, 0.25% hits; in the data active = inhibition above about 13%;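 also: 0% = complete reaction with vehicle and 100% = reaction without substrate; strong numbers were not always called active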
An asterisk follows results filed as active; x = not tested or not shown.

mol	GlmU inhibition	Mtb RmlCD inh
CCCCc1c(C)nc2ccc(C(=O)OCC)cc2c1Cl	-2.7%	20.2
COc1ccc(C2(CNS(=O)(=O)c3ccccc3)CCOCC2)cc1	0.3%	5.5
Cc1csc(NC(=O)CCC(=O)c2cccs2)n1	1.4%	3.4
COc1ccc2[nH]c(CN3CCC(CO)(CCOc4ccccc4)CC3)c(C)c2c1	-6.2%	-11.1
CC(=O)NNc1nc2ccccc2s1	2.1%	10.5
O=C(/C=C/c1ccco1)NCc1ccc(F)cc1	5.2%	-8.2
CCOP(=S)(OCC)N1CCOCCOCCN(P(=S)(OCC)OCC)CCOCCOCC1	1.9%	-9.3
COc1ccc(/C=N/NC(=O)C(=O)NCc2cccnc2)cc1	-1.4%	6.9
Cc1ccc(-c2nn(-c3ccccc3)cc2C2CC(c3ccccc3)=NN2C(=O)CCC(=O)O)cc1 (stereo not given)	2.8%	3.6
CCOC(=O)N1CCC(N2CCCC(CO)(Cc3cccc(Cl)c3)C2)CC1 (stereo not given)	1.3%	-9.1
CC1CC(C)CN(C(=O)CSc2nnc(-c3ccc(F)cc3)o2)C1 (stereo not given)	5.5%	8.0
O=C(CNS(=O)(=O)c1c(Cl)cccc1Cl)OCC(=O)c1ccc[nH]1	0.4%	4.4
COc1ccc(C)cc1N/C(N)=N/c1nc(C)cc(C)n1	8.1%	7.8
CN(C)c1ccc(-c2nc3ccccc3c(=O)[nH]2)cc1	0.9%	6.2
Cc1ccc(/C=N/NC(=O)CCCOc2ccc(Cl)cc2Cl)cc1	1.9%	x
O=C(NCCCN1CCN(c2cccc(Cl)c2)CC1)c1ccc(N2CCCC2=O)cc1	-5.3%	-5.8
COCCn1c(C)cc(/C=C2/SC(=O)N(C(C)C(=O)OC)C2=O)c1C (stereo not given)	3.8%	9.6
Cc1ccc(/C=C/C(=O)NC(=S)N2CCN(C)CC2)cc1	2.5%	x
CN(C)CC(=O)Nc1cc(C(F)(F)F)ccc1Cl	-1.9%	-8.7
CC(C)(C)[C@H]1C=C(C(N)=O)O[C@@H](OCc2ccc(CO)cc2)C1	2.5%	x
COc1ccc(O)c(C(=O)CC(=O)c2ccccc2)c1	7.5%	14.8
Cc1nc(N2CCC(C)CC2)c2nnn(Cc3ccccc3)c2n1	1.1%	3.0
CCOc1ccccc1C(=O)N[C@H](C(=O)OCc1cc(=O)oc2cc(C)ccc12)C(C)C	5.8%	-6.3
CC(=O)OC[C@H]1O[C@@H](Sc2cccc3cccnc23)[C@H](OC(C)=O)[C@@H](OC(C)=O)[C@@H]1OC(C)=O	7.1%	42.1
c1ccc2c(N3CCCCCC3)nc(-c3ccncc3)nc2c1	-0.9%	x
CN(C)S(=O)(=O)c1cccc(-c2nn(-c3ccccc3)cc2/C=C(\C#N)c2nc3ccccc3[nH]2)c1	-5.0%	x
COc1ccc(C(c2oc(CO)cc(=O)c2O)c2oc(CO)cc(=O)c2O)cc1OC	-6.0%	x
N#C/C=C(/c1ccc(F)cc1)N1CCOCC1	-7.5%	-6.6
CN(/C(=N\S(=O)(=O)c1ccccc1)c1ccccc1)c1ccc(O)cc1	-2.6%	5.3
O=C(NCCC1=CCCCC1)C(=O)NCC(c1ccco1)N1CCN(c2ccccc2F)CC1 (stereo not given)	2.8%	1.2
COc1cccc(NC(=O)Nc2ccc3nsnc3c2)c1	-0.2%	16.2
COc1ccccc1CCNC(=O)c1ccc(C)o1	-0.5%	-4.5
Cc1sc2ncnc(NCC(c3ccco3)N3CCCC3)c2c1C (stereo not given)	-0.2%	x
C=CCNC1=C(Cl)C(=O)c2ccccc2C1=O	-3.9%	x
CN1CCN(C(=O)/C(=C/c2cccs2)NC(=O)c2ccco2)CC1	2.4%	7.8
O=C(CSc1n[nH]c(C2CCCC2)n1)NC1CCCC1	-0.7%	-8.1
COC(=O)c1ccc(NC(=O)CN2CCN(c3ccccc3)CC2)cc1	-4.6%	x
O=C(c1cccc(N2C(=O)c3ccccc3C2=O)c1)N1CCCCCC1	-0.4%	-12.1
N/C(=N\OC(=O)c1cc(-c2ccccc2)nc2ccccc12)c1ccc(Cl)cc1	-0.7%	7.5
CC(C)N(Cc1cnn(C)c1)Cc1nc(-c2ccc(Cl)cc2)no1	-1.4%	-9.4

Laid out differently: results already given.
Order of results: GlmU inhibition, Mtb RmlCD inh
- C=CCNC1=C(Cl)C(=O)c2ccccc2C1=O
    -3.9%, x
- COc1ccccc1CCNC(=O)c1ccc(C)o1
    -0.5%, -4.5
- CC(C)N(Cc1cnn(C)c1)Cc1nc(-c2ccc(Cl)cc2)no1
    -1.4%, -9.4

Next part.
mol	GlmU inhibition	Mtb RmlCD inh
Cc1cc(C)cc(NC(N)=S)c1	4.9%	-7.8
CCN1CCN(C(=S)Nc2ccc3nc4n(c(=O)c3c2)CCCCC4)CC1	4.8%	1.6
CCOC(=O)c1csc(NC(=O)CC2CCCC2)n1	6.9%	-5.3
CC(C)(C)SCCNC(=O)c1ccccc1	1.5%	-10.0
CCCCCCCNc1cccc(C)c1	1.1%	6.7
O=c1[nH]c(=O)n(Cc2ccco2)c2c1C(C(F)(F)F)(C(F)(F)F)N=C(C1CCCCC1)N2	5.0%	x
CCCn1c(SCc2cc(=O)[nH]c3ccccc23)nc2c1c(=O)n(C)c(=O)n2C	3.7%	x
CN(CC(=O)Nc1ccccn1)S(=O)(=O)c1ccc(Cl)cc1	0.3%	x
O=C(Nc1ccon1)c1cccc(S(=O)(=O)N2CCCCCC2)c1	5.1%	-9.1
CCc1ccc2[nH]c(C(=O)Nc3ccc4c(c3)OCO4)cc2c1	7.0%	-5.7
CC(C)(C)C(=O)Nc1ccc(-c2cn3ccsc3n2)cc1	0.8%	-0.3
CC(C(=O)Nc1ccccc1Br)c1ccc([N+](=O)[O-])cc1 (stereo not given)	0.1%	-4.4
Cc1ccsc1/C=N/NC(=O)c1ccccn1	3.4%	-12.2
CN(C)c1c([N+](=O)[O-])cc2[nH]c(=O)[nH]c2c1[N+](=O)[O-]	2.4%	x
Cc1ccc(S(=O)(=O)N2CCC(C(=O)N3CCC[C@H]3C(=O)NC3CCS(=O)(=O)C3)CC2)cc1 (stereo not given in full)	-1.1%	x
Cc1nc(N)c(C#N)c(-c2ccccc2)c1C	-5.2%	4.4
CC(C)Cc1nnc(NC(=O)CCC(=O)Nc2ccc3cn[nH]c3c2)s1	-3.9%	x
Cc1nc(-n2nnc3ccccc32)c2c3c(sc2n1)CCCC3	1.4%	3.7
CCCCCCn1nc(C(=O)OCC(=O)c2c(N)n(C)c(=O)n(C)c2=O)c2ccccc2c1=O	-2.6%	x
CCCCSC1(SCCCC)N=C(N)C2(C#N)C(c3ccccc3)NC(C)=C(C)C12C#N (stereo not given)	-1.6%	2.3
O=C(NCSC1=NCCS1)c1ccccc1	3.3%	5.8
COCC(=O)Nc1c(C(=O)Nc2cccc(OC)c2)oc2ccccc12	-1.6%	10.2
CC(=O)c1ccc(NC(=O)c2cc3nc4c(c(C(F)(F)F)n3n2)CCCC4)cc1	x	4.8
COc1ccc(C(=O)NCc2csc(-c3cccs3)n2)cc1	-2.9%	-13.7
Cc1cc(O)cc(=O)n1Cc1ccco1	0.8%	61.4
CC(C)(C)OC(=O)NCCCCCc1nnc(SCC(N)=O)o1	1.1%	-2.2
O=C(CSc1ccc(-c2cccc([N+](=O)[O-])c2)nn1)N1CCCCC1	-0.5%	-7.1
COC(=O)c1ccc(NC(=O)c2ccc(CN3CCOCC3)cc2)cc1	-2.4%	10.2
Cn1cnc([N+](=O)[O-])c1SCC(O)CCl (stereo not given)	0.5%	6.5
COc1ccccc1CNC(=O)c1cc(=O)c2ccccc2o1	-3.4%	-12.6

Next section (3 carried over from the part before).
mol	GlmU inhibition	Mtb RmlCD inh
COC(=O)c1ccc(NC(=O)c2ccc(CN3CCOCC3)cc2)cc1	-2.4%	10.2
Cn1cnc([N+](=O)[O-])c1SCC(O)CCl (stereo not given)	0.5%	6.5
COc1ccccc1CNC(=O)c1cc(=O)c2ccccc2o1	-3.4%	-12.6
COc1ccc(/C=N/NC(=O)Cc2cccs2)cc1	-1.7%	x
CCOC(=O)C(=CNc1ccc(C(F)(F)F)cc1)C(=O)OCC	x	-6.3
NC(=S)Nc1ccc2cn[nH]c2c1	-0.4%	16.9
COc1ccc(Cn2nnnc2C(c2ccc(N(C)C)cc2)N2CCC(C(N)=O)CC2)cc1 (stereo not given)	0.7%	4.7
CCCC(=O)Nc1cc(-c2nn(C)c(=O)c3ccccc23)ccc1OC	1.8%	x
Cc1n[nH]c(=O)nc1NCc1ccccc1	-1.5%	6.6
Cc1cccc(Cc2nnc(CCC(=O)NCc3cn4ccccc4n3)o2)c1	2.1%	-8.1
Cc1ccc(-c2ccc(=O)n(CC(=O)NCCCN3CCCCC3C)n2)cc1 (stereo not given)	3.5%	12.8
Cc1cccc(CSc2ccc3nnc(-c4cccnc4)n3n2)c1	3.8%	30.2
CCCc1nc(SCC(=O)N2CCc3ccccc32)c2c(=O)n(C)c(=O)n(C)c2n1	-3.9%	x
CCOC(=O)C(C(=O)OCC)C(C(=O)OCC)N1CCOCC1 (stereo not given)	-7.1%	5.1
CCOc1ccccc1C(=O)N1CCCCC1C (stereo not given)	2.1%	x
COC(=O)C1CCN(C(=O)C23CCC(C)(C(=O)O2)C3(C)C)CC1 (stereo not given)	-2.2%	-1.7
CCOC(=O)C1CCCN(S(=O)(=O)c2c(C)c(C)cc(C)c2C)C1 (stereo not given)	0.2%	-5.7
COc1ccc(OC)c(NC(=O)c2nc3ccccc3s2)c1	7.2%	-6.0
COc1cc(/C=N/Nc2ncc(C(F)(F)F)cc2Cl)cc(OC)c1OC	-0.3%	-5.7
CC(=O)Nc1ccc(Oc2cc(C#N)c(C#N)cc2N2CCCCCC2)cc1	-0.1%	10.8
CN(C)Cc1cn(CCC(=O)O)c2ccccc12	8.1%	x
O=S(=O)(NC1CCCC1)c1ccc(S(=O)(=O)N2CCc3ccccc32)cc1	2.1%	14.5
CN(C)C(=S)Nc1ccc2ccccc2c1	-2.9%	-4.6
COc1ccc(Cl)cc1C(=O)Nc1ccc(N(C)C(C)=O)cc1	-1.3%	11.2
Nc1nc(SCc2c(F)cccc2Cl)[nH]c(=O)c1-c1ccccc1	7.4%	x
CCN(c1ccc(NC(=O)COC(=O)/C=C/c2cccs2)cc1)C(C)C	1.1%	-5.6
CC1CCN(Cc2nc3c(c(=O)n(C)c(=O)n3C)n2CCCc2ccccc2)CC1	-4.0%	-9.0
CCOC(=O)C1CCN(C(=O)c2cccc(NC(=O)C(CC)CC)c2)CC1	-0.3%	x
Cc1ccc(Cl)cc1NC(=O)c1ccc(NC(=O)CCC(=O)O)cc1	-0.1%	4.7
O=C(C1CC1)N1CCCC(c2ccc(Cl)cc2)=N1	-2.2%	-0.4
CCOC(=O)CC1=NN(c2ccccc2)C(=O)/C1=C\c1ccc(N(C)C)cc1	7.9%	30.9
C=CCOc1ccc(/C=C/C(=O)Nc2ccc(C(=O)NC)cc2)cc1	1.7%	x
Cc1ccccc1Nc1c(-c2ccccn2)nc2ccccn12	-2.3%	x
Cc1[nH]c2ccccc2c1C(=O)/C=C/c1ccccc1	1.4%	11.7
O=C(CSC1=NCCS1)Nc1nc2ccccc2s1	-3.5%	x
CCOc1ccc(NC(=O)Nc2cc(C)on2)cc1	-2.6%	x
Clc1cccc(Cc2nn[nH]n2)c1	-5.2%	x
c1ccc(CC(Nc2ccccn2)c2ccccc2)cc1 (stereo not given)	2.1%	8.8
Cc1cnc(C(=O)Nc2ccc(C(=O)N3CCCCC3)cc2)cn1	3.6%	9.3
COc1ccc(CNS(=O)(=O)c2ccc3oc(C(=O)O)c(C)c3c2)cc1	1.1%	8.5
CCCCSc1nnc(CSc2ncccn2)n1C	-2.8%	-13.8
CCc1ccc(Nc2nc3ccccc3c(=O)s2)cc1	-0.1%	-1.8
COc1ccc2c(c1)Cc1sc(NC(=O)c3cccs3)nc1-2	1.6%	8.7
COc1cccc(N(C(=O)Cn2nnc(-c3ccc(F)cc3)n2)C(C(=O)NCC2CCCO2)c2ccc(Cl)cc2)c1 (stereo not given)	-5.4%	-4.1
CCOC(=O)Cc1csc(NC(=O)CSc2nc(-c3ccccc3)c(C#N)c(=O)[nH]2)n1	4.9%	-12.6
CC(=O)c1ccc(Nc2nc(=O)c3cccnc3s2)cc1	x	-1.8
CC(C)CN1CCC(C(=O)NCC2CCCO2)CC1 (stereo not given)	-1.5%	x
CC(=O)c1cccc(NC(=O)N2C3CCC2CC(NC(=O)Nc2ccccc2)C3)c1 (stereo not given)	0.7%	2.4
COCCNC(=O)CN1C(=O)CSc2cc(S(=O)(=O)N3CCCCCC3)ccc21	4.4%	x
Cc1ccccc1NC(=O)CN1C(=O)N/C(=C\c2cccn2-c2cccc(C(=O)O)c2)C1=O	10.7%	x
CCOc1ccc(Br)cc1C(=O)Nc1ccc(C(=O)NCC(C)C)cc1	2.9%	x

Assay outcomes as filed in PubChem BioAssay.

Some of the compounds tested. The share of hits here may be higher or lower than overall.
